Screening data: PubChem, The Scripps Research Institute Molecular Screening Center
TDP2 inh: TDP2 (human) inhibition, absorbance primary screen | 370,000 tested, 0.34% active | inhibition, % at 12.8 µM | recombinant TDP2, T5PNP hydrolysis, p-nitrophenol absorbance 415 nm;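 active = inhibition above the mean of all tested compounds plus 3 SD, set per campaign, cut at about 25% in these data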;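 note: 0% = DMSO with enzyme and 100% = buffer with substrate but no TDP2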
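System – recombinant human TDP2 · Amount – 120 nM TDP2 per well · Buffer or medium – Mg2+-containing Tris-HCl buffer, pH 7.5 · Reagent – T5PNP substrate, 5 mM · Dosing – 12.8 µM single point, 1% DMSO · Incubation – 2 h at 37 °C · Measured by – epi absorbance · Read-out basis – percent inhibition · Benchmarks – high control without enzyme, low control DMSO plus TDP2 · Repeats – singlicate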
UHRF1 MBD2 ctr: human UHRF1 methylated DNA binding inhibitors; UHRF1 binding to methylated oligo, TR-FRET; 370,000 tested, 0.75% active; inhibition, % at 4.4 µM; in the data active = inhibition above about 21%;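 note: UHRF1 SRA domain binding a hemimethylated CpG hairpin DNA probe; 0% = median of test compound wells and 100% = reference inhibitor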
LEDGF integ inh: blocks HIV-1 LEDGF/p75-dependent DNA integration; AID 743269; TR-FRET IN-LEDGF/p75 DNA integration, Eu/Cy5; inhibition, % at 3.7 µM; 370,000 tested, 0.64% active;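 active = inhibition above the screen-wide mean plus 3 SD, cut at about 13% in these data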;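 note: signal is the Cy5 over europium emission ratio at 671 and 618 nm; 0% = plate median of compound wells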
TCR-CD3 inh: blocks the human TCR-CD3 interaction | 360,000 tested, 0.37% active | inhibition, % at 9.4 µM | TAMRA-labeled TCR probe fluorescence, biochemical; in the data active = inhibition above about 19%;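 note: recombinant mutant TCR 2C K166C tagged with TAMRA read by polarization; 0% = receptor in buffer alone and 100% = receptor with positive control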
SIAE inh: inhibitors of human sialic acid acetylesterase SIAE. Q9HAT2. SIAE FP-Rh probe binding, fluorescence polarization. inhibition, % at 9.66 µM. 370,000 tested, 0.69% active. AID 1053197;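 active = inhibition above a cutoff: mean of compounds within the control limits plus 3 SD of those, cut at about 17% in these data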;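 note: 0% = plate median of compound wells and 100% = probe without SIAE protein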
Target sequence (Q9HAT2 whole entry, looked up): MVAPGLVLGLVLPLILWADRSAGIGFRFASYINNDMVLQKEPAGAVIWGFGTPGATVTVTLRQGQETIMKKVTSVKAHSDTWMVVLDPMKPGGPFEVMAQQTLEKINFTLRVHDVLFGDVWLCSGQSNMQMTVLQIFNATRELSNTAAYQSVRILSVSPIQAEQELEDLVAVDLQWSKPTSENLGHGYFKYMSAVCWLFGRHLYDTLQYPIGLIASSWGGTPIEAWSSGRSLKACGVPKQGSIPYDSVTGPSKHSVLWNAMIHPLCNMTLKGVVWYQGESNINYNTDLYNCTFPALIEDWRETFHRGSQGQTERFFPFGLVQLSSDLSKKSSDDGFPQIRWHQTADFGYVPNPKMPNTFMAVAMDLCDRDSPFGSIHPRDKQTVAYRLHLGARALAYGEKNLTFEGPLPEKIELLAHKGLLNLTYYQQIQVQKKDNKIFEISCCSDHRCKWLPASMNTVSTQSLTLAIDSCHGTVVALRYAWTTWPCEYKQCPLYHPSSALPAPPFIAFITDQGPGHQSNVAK
PG9 binder: binds the HIV-1 gp120 antibody PG9. inhibition, % at 6.7 µM. AID 624416. TR-FRET gp120-PG9 antibody binding. 360,000 tested, 0.43% active; in the data active = inhibition above about 8.5%
PRMT1 inh: PRMT1 (human) inhibition, primary screen; Q99873; recombinant PRMT1, activity-based probe fluorescence polarization; inhibition, % at 2.79 µM; 370,000 tested, 1.3% active; AID 652257;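 active = inhibition above about 21% made by adding two undisclosed values, limit read from the data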
Target sequence (Q99873 whole entry, looked up): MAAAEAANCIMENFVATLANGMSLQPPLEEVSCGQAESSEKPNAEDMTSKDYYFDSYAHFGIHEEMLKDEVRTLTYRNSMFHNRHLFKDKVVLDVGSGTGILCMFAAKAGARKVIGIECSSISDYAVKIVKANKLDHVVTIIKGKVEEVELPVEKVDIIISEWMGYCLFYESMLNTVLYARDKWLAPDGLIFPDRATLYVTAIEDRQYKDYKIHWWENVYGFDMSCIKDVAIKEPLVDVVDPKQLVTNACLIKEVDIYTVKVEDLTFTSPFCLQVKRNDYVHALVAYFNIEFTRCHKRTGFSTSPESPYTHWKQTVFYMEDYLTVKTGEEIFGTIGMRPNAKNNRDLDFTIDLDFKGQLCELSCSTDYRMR
DDE Tn7 FP inh: disrupts Tn7 cyclic peptide binding to fibrin D-Dimer-E complex; FP displacement of FITC-Tn7 peptide from fibrin DD(E); 0% = median of compound wells per plate; inhibition, % at 8.3 µM; 370,000 tested, 0.13% active; AID 720508;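 active = inhibition above the mean of compounds falling within the control limits plus 3 SD of them, cut at about 14% in these data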;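 note: 0% = plate median of compound wells and 100% = 10 µM Aha-Tn7 peptide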
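Assay system: human fibrin DD(E). Input: DD(E) 2 µM final. Medium: Tris buffer with calcium and detergent, pH 7.8. Compound dosing: single point at 8.3 µM. Timing: 10 min plus 3 h, room temperature. Technique: fluorescence polarization of the labelled Tn7 tracer. Read-out: percent inhibition. Replicates: singlicate testing.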
HTRA1 inhibitor: blocks human HTRA1 serine peptidase; inhibition, % at 5.96 µM; AID 504803; Q92743; recombinant HTRA1, FP-rhodamine activity-based probe, fluorescence polarization; 340,000 tested, 0.5% active; in the data active = inhibition above about 36%;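 note: 0% = enzyme with DMSO and 100% = wells lacking enzyme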
mABHD4 FP: ABHD4 (mouse) inhibition, primary FP screen; Q8VD66; purified mABHD4, FP-Rh probe fluorescence polarization; inhibition, % at 8.92 µM; 370,000 tested, 0.54% active;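 active = inhibition exceeding the mean over every tested compound plus 3 SD, cut at about 30% in these data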;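 note: 0% = plate median of compound wells and 100% = S159A mutant with DMSO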
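Assay system: mABHD4 protein; medium: HEPES pH 7.0, NaCl, Pluronic buffer; dosing: 8.92 µM, single dose; schedule: 45 min + 60 min at 25 °C; signal: FP readout, ex 525 nm / em 598 nm; read-out: normalized percent inhibition of probe labeling; repeats: single replicate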
* = called active by the depositor. Random draw from the library. Share with any hit: about 4.2%.

How did O=C(Oc1cccc(NC(=O)c2ccco2)c1)c1ccc(Br)c(S(=O)(=O)N2CCCCC2)c1 do in these assays?
TDP2 inh: -13.5; UHRF1 MBD2 ctr: 5.3; LEDGF integ inh: 2.5; TCR-CD3 inh: -7.0; SIAE inh: -64.9; PG9 binder: -1.1; PRMT1 inh: -3.7; DDE Tn7 FP inh: -3.5; HTRA1 inhibitor: -57.3; mABHD4 FP: -76.7

What do the screens show for `CC(=O)Nc1ccc2nc(-c3cccn3C)[nH]c2c1`?
TDP2 inh: 0.6; UHRF1 MBD2 ctr: -0.7; LEDGF integ inh: -0.8; TCR-CD3 inh: -0.9; SIAE inh: 0.4; PG9 binder: -2.5; PRMT1 inh: 4.5; DDE Tn7 FP inh: -1.7; HTRA1 inhibitor: 1.0; mABHD4 FP: 1.0

How did Cc1cccc(OCCC(=O)OC(C)C(=O)Nc2ccc(Cl)cn2)c1 (centres undefined) do in these assays?
TDP2 inh: 11.7; UHRF1 MBD2 ctr: -1.1; LEDGF integ inh: -1.4; TCR-CD3 inh: 9.2; SIAE inh: 6.8; PG9 binder: -0.2; PRMT1 inh: -0.2; DDE Tn7 FP inh: 0.4; HTRA1 inhibitor: -0.5; mABHD4 FP: 3.0

Results for CCC(C)(C)NC(=S)Nc1ccc(-c2nc3ccc(C)cc3s2)cc1 ?
TDP2 inh: 9.0; UHRF1 MBD2 ctr: -2.5; LEDGF integ inh: 10.8; TCR-CD3 inh: 6.4; SIAE inh: -2.3; PG9 binder: 11.3*; PRMT1 inh: -0.9; DDE Tn7 FP inh: 7.1; HTRA1 inhibitor: -4.6; mABHD4 FP: 4.0

What do the screens show for `COc1ccc(NC(=O)CC2C(=O)N(Cc3ccco3)C(=S)N2C(C)C)cc1` (centres undefined)?
TDP2 inh: 0.5; UHRF1 MBD2 ctr: -2.1; LEDGF integ inh: -1.8; TCR-CD3 inh: 5.1; SIAE inh: 0.8; PG9 binder: 2.5; PRMT1 inh: -0.7; DDE Tn7 FP inh: -3.1; HTRA1 inhibitor: 0.8; mABHD4 FP: -2.1

Results for O=C(Cc1c(F)cccc1Cl)OCC(=O)N1CCN(c2ccccc2)CC1 ?
TDP2 inh: 4.7; UHRF1 MBD2 ctr: -1.9; LEDGF integ inh: -1.0; TCR-CD3 inh: -1.1; SIAE inh: -2.4; PG9 binder: -0.4; PRMT1 inh: -1.4; DDE Tn7 FP inh: 6.9; HTRA1 inhibitor: 1.1; mABHD4 FP: 3.1

How did CCN(CC(=O)NCc1ccc(F)cc1)C(=O)C1CCN(C(=O)Nc2ccccc2)CC1 do in these assays?
TDP2 inh: 8.3; UHRF1 MBD2 ctr: 9.4; LEDGF integ inh: -4.8; TCR-CD3 inh: -6.1; SIAE inh: 4.4; PG9 binder: -0.9; PRMT1 inh: 5.8; DDE Tn7 FP inh: 0.0; HTRA1 inhibitor: -6.8; mABHD4 FP: 6.1

Results for COc1ccccc1CCn1c(N)c(C#N)c2nc3ccccc3nc21 ?
TDP2 inh: 12.1; UHRF1 MBD2 ctr: -7.7; LEDGF integ inh: -0.8; TCR-CD3 inh: -3.5; SIAE inh: -4.5; PG9 binder: 0.6; PRMT1 inh: 0.7; DDE Tn7 FP inh: 4.0; HTRA1 inhibitor: -29.0; mABHD4 FP: -5.8

What do the screens show for `CC(C)N(Cc1nc(-c2ccccc2)no1)C(=O)C(C)(C)C`?
TDP2 inh: -9.5; UHRF1 MBD2 ctr: -0.4; LEDGF integ inh: -3.8; TCR-CD3 inh: 5.5; SIAE inh: 7.4; PG9 binder: -1.6; PRMT1 inh: -0.5; DDE Tn7 FP inh: 3.0; HTRA1 inhibitor: 0.7; mABHD4 FP: -0.9

Results for O=S(=O)(NC1=NCCCCC1)c1ccc(Cl)cc1 ?
TDP2 inh: 0.7; UHRF1 MBD2 ctr: 1.9; LEDGF integ inh: 2.0; TCR-CD3 inh: 5.8; SIAE inh: -1.0; PG9 binder: -0.4; PRMT1 inh: -2.1; DDE Tn7 FP inh: 5.0; HTRA1 inhibitor: -1.1; mABHD4 FP: 3.6

What do the screens show for `O=C(CN1CCC(C(=O)c2ccc(F)cc2)CC1)Nc1ccccc1`?
TDP2 inh: 5.0; UHRF1 MBD2 ctr: -0.8; LEDGF integ inh: 1.2; TCR-CD3 inh: -1.4; SIAE inh: 2.1; PG9 binder: 1.1; PRMT1 inh: -1.2; DDE Tn7 FP inh: -0.6; HTRA1 inhibitor: -2.2; mABHD4 FP: 4.7

How did NC(=O)NC(=O)COC(=O)c1ccc2noc(-c3ccccc3)c2c1 do in these assays?
TDP2 inh: 3.2; UHRF1 MBD2 ctr: -1.3; LEDGF integ inh: 5.7; TCR-CD3 inh: -6.4; SIAE inh: 2.0; PG9 binder: 0.4; PRMT1 inh: 13.2; DDE Tn7 FP inh: -2.4; HTRA1 inhibitor: 2.4; mABHD4 FP: -4.6

How did CCCCN(C(=O)C1COc2ccccc2O1)c1c(N)n(CCC)c(=O)[nH]c1=O (centres undefined) do in these assays?
TDP2 inh: 4.8; UHRF1 MBD2 ctr: -2.1; LEDGF integ inh: 6.0; TCR-CD3 inh: 4.6; SIAE inh: 7.4; PG9 binder: -1.8; PRMT1 inh: -5.3; DDE Tn7 FP inh: -4.2; HTRA1 inhibitor: -3.8; mABHD4 FP: -3.6

Results for CCCOC(=O)c1cccc(NC(=O)c2cccnc2)c1 ?
TDP2 inh: 0.1; UHRF1 MBD2 ctr: 1.0; LEDGF integ inh: 0.5; TCR-CD3 inh: -7.1; SIAE inh: -2.7; PG9 binder: -0.3; PRMT1 inh: -3.1; DDE Tn7 FP inh: -6.6; HTRA1 inhibitor: -0.3; mABHD4 FP: 8.6

Results for CNC(=O)OCN1C(=O)C2CC=CCC2C1=O (centres undefined) ?
TDP2 inh: -8.7; UHRF1 MBD2 ctr: -1.1; LEDGF integ inh: 3.0; TCR-CD3 inh: 3.8; SIAE inh: 5.5; PG9 binder: -0.9; PRMT1 inh: -0.9; DDE Tn7 FP inh: 2.7; HTRA1 inhibitor: 3.6; mABHD4 FP: -0.7

How did COc1ccc2cc(/C(C)=N/NC(=O)c3cc(C)oc3C)ccc2c1 do in these assays?
TDP2 inh: 2.0; UHRF1 MBD2 ctr: -0.2; LEDGF integ inh: 0.2; TCR-CD3 inh: 0.8; SIAE inh: -1.7; PG9 binder: 1.3; PRMT1 inh: 0.6; DDE Tn7 FP inh: -6.5; HTRA1 inhibitor: -6.3; mABHD4 FP: 3.8

What do the screens show for `O=C1c2ccccc2C(=O)N1CSc1nnc(Nc2ccccc2F)s1`?
TDP2 inh: -5.4; UHRF1 MBD2 ctr: 0.0; LEDGF integ inh: -4.5; TCR-CD3 inh: 1.4; SIAE inh: -7.8; PG9 binder: -2.2; PRMT1 inh: -0.4; DDE Tn7 FP inh: -4.2; HTRA1 inhibitor: -5.8; mABHD4 FP: -11.4

How did Cc1ccccc1-n1c(-c2csc(C)c2C)n[nH]c1=S do in these assays?
TDP2 inh: 3.7; UHRF1 MBD2 ctr: -0.6; LEDGF integ inh: -0.4; TCR-CD3 inh: 1.7; SIAE inh: 0.9; PG9 binder: 0.9; PRMT1 inh: -1.3; DDE Tn7 FP inh: 1.8; HTRA1 inhibitor: 1.4; mABHD4 FP: -0.2

Results for COc1cc2c(cc1OC)C(Cc1ccc(O)cc1)NCC2 (centres undefined) ?
TDP2 inh: 10.2; UHRF1 MBD2 ctr: -1.9; LEDGF integ inh: -2.0; TCR-CD3 inh: -4.3; SIAE inh: 3.6; PG9 binder: -0.5; PRMT1 inh: -1.8; DDE Tn7 FP inh: -0.7; HTRA1 inhibitor: -8.6; mABHD4 FP: 1.2

How did CN(C)S(=O)(=O)N1CCc2ccc(NC(=O)c3ccccc3Cl)cc2C1 do in these assays?
TDP2 inh: 0.5; UHRF1 MBD2 ctr: 0.8; LEDGF integ inh: 0.6; TCR-CD3 inh: -2.2; SIAE inh: -3.1; PG9 binder: -2.3; PRMT1 inh: 0.9; DDE Tn7 FP inh: -3.7; HTRA1 inhibitor: 3.5; mABHD4 FP: 0.3

Results for CC12CC3(C)CC(C)(C1)CC(C(N)=O)(C2)C3 ?
TDP2 inh: -5.1; UHRF1 MBD2 ctr: 2.0; LEDGF integ inh: 6.2; TCR-CD3 inh: -7.5; SIAE inh: -2.0; PG9 binder: 1.0; PRMT1 inh: -4.5; DDE Tn7 FP inh: 8.0; HTRA1 inhibitor: -2.3; mABHD4 FP: -9.5

How did Cc1cc(NC(=O)CSc2ccc3c(c2)OCCO3)no1 do in these assays?
TDP2 inh: -1.7; UHRF1 MBD2 ctr: -0.4; LEDGF integ inh: -0.6; TCR-CD3 inh: 6.1; SIAE inh: -2.6; PG9 binder: -1.1; PRMT1 inh: 0.6; DDE Tn7 FP inh: 0.7; HTRA1 inhibitor: -1.4; mABHD4 FP: 6.1

Results for CCCNC(=O)C1(C)CCN(CCS(=O)(=O)c2ccc(C)cc2)C1 (centres undefined) ?
TDP2 inh: 1.0; UHRF1 MBD2 ctr: 3.8; LEDGF integ inh: -0.9; TCR-CD3 inh: -4.6; SIAE inh: -5.6; PG9 binder: -0.4; PRMT1 inh: 6.1; DDE Tn7 FP inh: 3.0; mABHD4 FP: -13.2

How did COc1ccc(C(=O)NNC(=O)CSc2nnc(C(C)C)n2C)cc1 do in these assays?
TDP2 inh: 4.7; UHRF1 MBD2 ctr: -1.6; LEDGF integ inh: 1.9; TCR-CD3 inh: 2.1; SIAE inh: -8.8; PG9 binder: -0.8; PRMT1 inh: 1.6; DDE Tn7 FP inh: -1.0; HTRA1 inhibitor: 5.5; mABHD4 FP: 4.4

Results for COc1ccc(CCNC(=O)c2cc(S(=O)(=O)N(C)C)ccc2N2CCCC2)cc1 ?
TDP2 inh: 14.4; UHRF1 MBD2 ctr: -0.4; LEDGF integ inh: -2.7; TCR-CD3 inh: -2.9; SIAE inh: 9.6; PG9 binder: -2.1; PRMT1 inh: -5.1; DDE Tn7 FP inh: 0.6; HTRA1 inhibitor: -2.2; mABHD4 FP: -4.5

How did O=S1(=O)CCN(C2CCCCCCC2)CC1 do in these assays?
TDP2 inh: 2.5; UHRF1 MBD2 ctr: 0.6; LEDGF integ inh: -0.2; TCR-CD3 inh: 1.4; SIAE inh: -7.2; PG9 binder: 0.4; PRMT1 inh: -2.7; DDE Tn7 FP inh: 4.9; HTRA1 inhibitor: 10.5; mABHD4 FP: 5.2

Results for COc1ccccc1OCC(=O)NNC(=O)C(=O)N1CCCC1 ?
TDP2 inh: -1.4; UHRF1 MBD2 ctr: 3.2; LEDGF integ inh: 0.8; TCR-CD3 inh: -5.0; SIAE inh: -1.6; PG9 binder: 1.2; PRMT1 inh: 0.9; DDE Tn7 FP inh: -8.3; HTRA1 inhibitor: -1.6; mABHD4 FP: -0.4
